Pf growth 96h: P. falciparum growth inhibition at 96 hours; 6.9% of 320,000 active; Potency, µM (doses to about 28.7 µM), for the others: top-dose activity change, negative = inhibition, most hits filed as inhibitors; P. falciparum luciferase reporter growth, 96 h; AID 504834; also: potency is read from the fitted curve at half-maximal effect; % is scaled to controls: 0 for no effect and ±100 for the full control effect
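Readout is luminescence from an integrated firefly luciferase in P. falciparum. Red cells, 2% hematocrit and 0.05% parasitemia final, were cultured with compound through two parasite generations (96 hours) at 37 C, 5% CO2.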
HCV inhibitor: HCV inhibition; Huh7.5.1 HCVcc-Cre infection, luciferase reporter, 44 h; 3.4% of 340,000 active; Potency, µM (titrated, usually from 41.8 µM), for inactives: top-dose activity change, negative = inhibition, hits mostly inhibitors; also: potency is read from the fitted curve at half-maximal effect; % is scaled to controls: 0 for no effect and ±100 for the full control effect
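HCVcc-Cre virus at an moi near 0.5 was added right after compound to cells cultured 4 h from seeding (1,000 cells/well). Luciferase activity was determined 44 h later, 15 min after substrate addition at RT.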
Shiga toxin inh: inhibitors of Shiga toxin in Vero cells; Vero cells, Shiga toxin protein synthesis inhibition reporter; inhibition, % at 38.7 µM; 9.2% of 290,000 active; in the data active = inhibition mostly above about 28%, no sharp cut-off; inactive = mostly below about 43%; also: 0% is about no effect
Tb PYK inh: T. brucei pyruvate kinase inhibition; Q57TT1; TbPYK enzyme, Kinase-Glo Plus ATP luminescence, 45 min; Potency, µM (titrated, usually from 76.8 µM), for the others: at the top dose activity, negative = inhibition, most hits filed as inhibitors; 0.12% of 410,000 active; AID 624173; also: potency is read from the fitted curve at half-maximal effect; % is scaled to controls: 0 for no effect and ±100 for the full control effect; nearly all actives have a fitted effect of over 50% in size
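Readout: single end-point luminescence (Kinase-Glo Plus, 10 min). Reaction conditions were TbPYK/substrate plus 130 uM ADP, 45 min at RT, pH 7.2 TEA buffer. No-enzyme wells served as controls, and data were normalized before concentration-response fitting.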
Pf growth 48h: inhibits P. falciparum growth in the first generation, 48 h; Potency, µM (titrated, usually from 28.7 µM), for the others: at the top dose activity change, negative = inhibition, actives largely listed as inhibitors; P. falciparum luciferase growth in erythrocytes, 48 h; AID 504832; 5.9% of 310,000 active; also: potency is read from the fitted curve at half-maximal effect; % is scaled to controls: 0 for no effect and ±100 for the full control effect
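Here the parasites carry a stable luciferase gene and grow inside erythrocytes in Albumax-based RPMI medium with compound for one erythrocytic cycle. Activity is scored as loss of luminescent signal.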
CHX counter: counter-screen for Shiga toxin inhibitors: cycloheximide protein synthesis inhibition; cell reporter, cycloheximide protein synthesis inhibition counterscreen; max response, %; 12% of 300,000 active; AID 2314; in the data active = max response mostly above about 13%, no sharp cut-off; inactive = mostly below about 14%; also: read at 38.3 µM for the half of the compounds with a filed dose; 0% is about no effect
LmPK inh: LmPK (Leishmania mexicana) enzyme inhibition; Q27686; purified LmPK, Kinase-Glo ATP luminescence, 1 h; 0.37% of 290,000 active; Potency, µM (highest dose often 57.5 µM), for inactives: at the highest dose activity change, negative = inhibition, most hits filed as inhibitors; also: potency is read from the fitted curve at half-maximal effect; % is scaled to controls: 0 for no effect and ±100 for the full control effect
Target sequence (Q27686 whole entry, looked up): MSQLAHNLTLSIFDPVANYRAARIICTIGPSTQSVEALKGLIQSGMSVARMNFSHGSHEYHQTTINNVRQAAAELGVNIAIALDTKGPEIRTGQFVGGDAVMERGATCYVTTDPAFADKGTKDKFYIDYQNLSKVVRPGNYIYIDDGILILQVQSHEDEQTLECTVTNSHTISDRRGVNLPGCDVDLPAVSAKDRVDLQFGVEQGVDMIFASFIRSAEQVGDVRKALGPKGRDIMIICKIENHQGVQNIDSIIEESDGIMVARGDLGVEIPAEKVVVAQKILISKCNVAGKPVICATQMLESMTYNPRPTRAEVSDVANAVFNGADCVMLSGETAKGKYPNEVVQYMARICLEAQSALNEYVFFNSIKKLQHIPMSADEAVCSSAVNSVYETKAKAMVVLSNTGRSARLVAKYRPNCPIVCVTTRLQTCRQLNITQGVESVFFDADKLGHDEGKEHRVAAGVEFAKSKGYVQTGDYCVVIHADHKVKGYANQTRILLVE
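ATP generated from ADP (0.1 mM) and PEP (0.5 mM) by 0.1 nM LmPK over 1 h at room temperature (pH 7.2 imidazole buffer) was detected by coupled luciferase luminescence. Values were normalized to uninhibited and no-enzyme wells.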
An asterisk follows results filed as active; [ ] = another dose, or the depositor's remark. Unless noted, calls follow the shape of the dose curve; as a rule, active = well fitted curve in the direction sought with a large enough effect; inconclusive = small, poorly fitted or top-dose-only effect, or another doubt; inactive = no such curve, though single readings can be large; an effect the other way counts as inactive or inconclusive. Outcome played no part in choosing rows; 24% or so of the library scored in one or more.

Results for CCCCCCCNC(=O)CN1N=C(c2ccc(C)cc2)CCC1=O ?
Pf growth 96h: 3%; HCV inhibitor: -24%; Shiga toxin inh: -4; Tb PYK inh: 1%; CHX counter: -4; LmPK inh: 1%

What do the screens show for `COc1ccc(N=C2NN=C(c3c(C)[nH]c4ccccc34)CS2)cc1`?
Pf growth 96h: inconclusive; HCV inhibitor: inconclusive; Shiga toxin inh: -6; Tb PYK inh: inconclusive; Pf growth 48h: inconclusive; CHX counter: 5; LmPK inh: -4%

How did CC(=O)C1C(c2ccc([N+](=O)[O-])cc2)c2c(noc2C)CC1(C)O (stereo unspecified) do in these assays?
Pf growth 96h: 23%; HCV inhibitor: -6%; Shiga toxin inh: 19; Tb PYK inh: -3%; Pf growth 48h: 11%; CHX counter: -2; LmPK inh: -7%

What do the screens show for `COc1ccc(CCn2c(C)cc(C(=O)COC(=O)c3cnc(C)cn3)c2C)cc1`?
Pf growth 96h: -1%; HCV inhibitor: 3%; Tb PYK inh: 1%; Pf growth 48h: 3%

Results for CCN1C(=O)[C@@H]2[C@@H](c3ccc(-c4ccc5c(c4)OCO5)c(OC)c3)N3CCC[C@@]3(C(=O)OC)[C@@H]2C1=O ?
Pf growth 96h: inconclusive; HCV inhibitor: -2%; Tb PYK inh: -7%; Pf growth 48h: inconclusive

How did CCN(Cc1ccccc1)C(=O)c1ccc(Cl)cc1[N+](=O)[O-] do in these assays?
Pf growth 96h: inconclusive; HCV inhibitor: 8%; Shiga toxin inh: -11; Tb PYK inh: -1%; Pf growth 48h: -15%; CHX counter: -6; LmPK inh: -6%

How did O=C(Oc1ccc(=O)n(-c2ccccc2)n1)c1ccc(Cl)cc1 do in these assays?
Pf growth 96h: 31%[activator]; HCV inhibitor: 10%; Shiga toxin inh: -6; Tb PYK inh: -19%; Pf growth 48h: 0%; CHX counter: 6; LmPK inh: -6%

Results for CCN(CC)c1ccc(NC(=O)c2[nH]c(C)c(C(C)=O)c2C)c(C)c1 ?
Pf growth 96h: -9%; HCV inhibitor: 8%; Shiga toxin inh: 15; Tb PYK inh: -14%; Pf growth 48h: -10%; CHX counter: 11; LmPK inh: 3%

Results for C[C@@H]1CC2[C@@H]3CC[C@H]4CC(=O)CC[C@]4(C)C3=CC[C@]2(C)[C@@]1(O)C(=O)CO (stereo partly specified) ?
Pf growth 96h: inconclusive; HCV inhibitor: inconclusive; Shiga toxin inh: 11; Tb PYK inh: -5%; Pf growth 48h: -4%[0.00184 µM]; CHX counter: -6; LmPK inh: 3%

How did NC(=O)COc1ccc(NC(=O)CC23CC4CC(CC(C4)C2)C3)cc1 do in these assays?
Pf growth 96h: -22%; HCV inhibitor: 2%; Tb PYK inh: 4%; Pf growth 48h: 0%; CHX counter: -3; LmPK inh: -2%

How did CC1(C)Cc2cccc(OCC(=O)OCC(=O)NCc3ccc(F)cc3)c2O1 do in these assays?
Pf growth 96h: 36%[activator]; HCV inhibitor: 15%; Tb PYK inh: -2%; Pf growth 48h: -5%

Results for CNC(=S)NNc1ccccc1[N+](=O)[O-] ?
Pf growth 96h: 19%; HCV inhibitor: -25%; Shiga toxin inh: 22; Tb PYK inh: -24%; Pf growth 48h: -19%; CHX counter: 13; LmPK inh: -4%

Results for O=C(c1ccc(F)cc1)n1ccc(-c2cnc(-c3ccccc3)s2)n1 ?
Pf growth 96h: 340%[activator]; HCV inhibitor: 20%; Shiga toxin inh: 73*; Tb PYK inh: -9%; CHX counter: 41*; LmPK inh: 1%

What do the screens show for `CC(C)(O)CNC(=O)C(Cc1ccccc1)N1C(=O)c2ccccc2C1=O` (stereo unspecified)?
Pf growth 96h: 34%[activator]; HCV inhibitor: 13%; Shiga toxin inh: -7; Tb PYK inh: 9%; Pf growth 48h: -1%[0.00184 µM]; CHX counter: -6; LmPK inh: 2%

What do the screens show for `COCC(=O)N(Cc1nc2ccccc2c(=O)[nH]1)Cc1cccs1`?
Pf growth 96h: inconclusive; HCV inhibitor: 11%; Shiga toxin inh: -13; Tb PYK inh: 2%; Pf growth 48h: 15%; CHX counter: -3; LmPK inh: -3%

Results for COc1ccccc1C1CC(c2ccco2)=NN1S(C)(=O)=O (stereo unspecified) ?
Pf growth 96h: 11%; HCV inhibitor: -3%; Shiga toxin inh: -11; Tb PYK inh: -7%; Pf growth 48h: 21%; CHX counter: -2; LmPK inh: -7%

Results for O=C(NCc1ccccn1)C(=O)NCC1OCCN1S(=O)(=O)c1ccc(F)cc1 (stereo unspecified) ?
Pf growth 96h: 2%; HCV inhibitor: 13%; Shiga toxin inh: -8; Tb PYK inh: -5%; Pf growth 48h: 1%; CHX counter: -2; LmPK inh: -9%

How did CCCCCN(C(=O)CCC(=O)OCC(=O)c1ccc(CCC)cc1)c1c(N)n(CCCC)c(=O)[nH]c1=O do in these assays?
Pf growth 96h: -25%; HCV inhibitor: -6%; Tb PYK inh: 0%; Pf growth 48h: -10%

How did CCOC(=O)N1CCN(S(=O)(=O)c2cccs2)CC1 do in these assays?
HCV inhibitor: 10%; Shiga toxin inh: -7; Tb PYK inh: 4%; Pf growth 48h: -10%; CHX counter: -3; LmPK inh: -2%

How did CC(C)(C)CNc1cc(N2CCCC2)ccc1[N+](=O)[O-] do in these assays?
Pf growth 96h: 6%; HCV inhibitor: inconclusive; Shiga toxin inh: -9; Tb PYK inh: 1%; Pf growth 48h: 2%; CHX counter: -5; LmPK inh: 4%

5 successive compounds out of the list so far, for reference:
Results for CCN1C(=O)[C@@H]2[C@@H](c3ccc(-c4ccc5c(c4)OCO5)c(OC)c3)N3CCC[C@@]3(C(=O)OC)[C@@H]2C1=O ?
Pf growth 96h: inconclusive; HCV inhibitor: -2%; Tb PYK inh: -7%; Pf growth 48h: inconclusive

How did CCN(Cc1ccccc1)C(=O)c1ccc(Cl)cc1[N+](=O)[O-] do in these assays?
Pf growth 96h: inconclusive; HCV inhibitor: 8%; Shiga toxin inh: -11; Tb PYK inh: -1%; Pf growth 48h: -15%; CHX counter: -6; LmPK inh: -6%

How did O=C(Oc1ccc(=O)n(-c2ccccc2)n1)c1ccc(Cl)cc1 do in these assays?
Pf growth 96h: 31%[activator]; HCV inhibitor: 10%; Shiga toxin inh: -6; Tb PYK inh: -19%; Pf growth 48h: 0%; CHX counter: 6; LmPK inh: -6%

Results for CCN(CC)c1ccc(NC(=O)c2[nH]c(C)c(C(C)=O)c2C)c(C)c1 ?
Pf growth 96h: -9%; HCV inhibitor: 8%; Shiga toxin inh: 15; Tb PYK inh: -14%; Pf growth 48h: -10%; CHX counter: 11; LmPK inh: 3%

Results for C[C@@H]1CC2[C@@H]3CC[C@H]4CC(=O)CC[C@]4(C)C3=CC[C@]2(C)[C@@]1(O)C(=O)CO (stereo partly specified) ?
Pf growth 96h: inconclusive; HCV inhibitor: inconclusive; Shiga toxin inh: 11; Tb PYK inh: -5%; Pf growth 48h: -4%[0.00184 µM]; CHX counter: -6; LmPK inh: 3%

(more compounds)
How did COc1ccc(S(=O)(=O)N2CCCC(C(=O)Nc3ccc(OC)c(OC)c3)C2)cc1 (stereo unspecified) do in these assays?
Pf growth 96h: 18%[5.75 µM]; HCV inhibitor: inconclusive; Shiga toxin inh: 0; Tb PYK inh: 7%; Pf growth 48h: -32%; CHX counter: -2; LmPK inh: 1%

What do the screens show for `CN(C(=O)c1ccc(Br)o1)C1CCS(=O)(=O)C1` (stereo unspecified)?
Pf growth 96h: 9%; HCV inhibitor: 7%; Shiga toxin inh: -2; Tb PYK inh: 2%; Pf growth 48h: 1%; CHX counter: -3; LmPK inh: -1%

What do the screens show for `Nc1cnc(CNc2ccccc2Cl)cn1`?
Pf growth 96h: 35%[activator]; HCV inhibitor: inconclusive; Shiga toxin inh: 32*; Tb PYK inh: -1%; Pf growth 48h: 51%[activator]; CHX counter: 14; LmPK inh: -6%

Results for C=CCNC(=O)NC(=O)COC(=O)/C=C/c1cccc([N+](=O)[O-])c1 ?
Pf growth 96h: 5%; HCV inhibitor: -19%; Shiga toxin inh: 15; Tb PYK inh: 0%; Pf growth 48h: 16%; CHX counter: 8; LmPK inh: 15%

What do the screens show for `Cc1nnc(SCC(=O)Nc2sc3c(c2C#N)CCCCC3)n1N`?
HCV inhibitor: 12%; Shiga toxin inh: 51*; Tb PYK inh: -8%; Pf growth 48h: 29%; CHX counter: 20*; LmPK inh: -2%

What do the screens show for `CC(=O)Nc1ccc(NC(=O)c2c(C)nc3ccccn23)cc1`?
HCV inhibitor: 2%; Shiga toxin inh: 32; Tb PYK inh: 0%; Pf growth 48h: 41%[activator]; CHX counter: 4; LmPK inh: 1%

How did COc1cc(NC(=O)CSc2nnc3ccc(-c4ccncc4)nn23)cc(OC)c1 do in these assays?
Pf growth 96h: inconclusive; HCV inhibitor: 0%; Shiga toxin inh: -8; Tb PYK inh: -4%; Pf growth 48h: -9%; CHX counter: -6; LmPK inh: 6%

Results for O=C1CSc2ccc(C(=O)NCC(c3ccco3)N3CCCCC3)cc2N1 (stereo unspecified) ?
Pf growth 96h: inconclusive; HCV inhibitor: 0%; Shiga toxin inh: -12; Tb PYK inh: -3%; Pf growth 48h: inconclusive; CHX counter: 10; LmPK inh: 0%

What do the screens show for `COc1ccccc1NC(=O)NC1(C(=O)NCC2CCCO2)CCCCC1` (stereo unspecified)?
Pf growth 96h: 19%; HCV inhibitor: 16%; Shiga toxin inh: -4; Tb PYK inh: -4%; Pf growth 48h: 8%; CHX counter: -5; LmPK inh: 4%

Results for O=C1C=C(O)CC(c2ccc(Cl)c(Cl)c2)C1 (stereo unspecified) ?
Pf growth 96h: 22%; HCV inhibitor: -2%; Shiga toxin inh: -6; Tb PYK inh: 5%; Pf growth 48h: 19%; CHX counter: 1; LmPK inh: 3%

How did CCCn1c(N)c(N(CCOC)C(=O)c2ccc(C#N)cc2)c(=O)[nH]c1=O do in these assays?
Pf growth 96h: 17%; HCV inhibitor: 10%; Shiga toxin inh: -5; Tb PYK inh: 4%; Pf growth 48h: 31%[activator]; CHX counter: 11; LmPK inh: 0%

How did CC(C)c1ccc(CNC(=O)C2CC(=O)N(C3CCCCC3)C2)cc1 (stereo unspecified) do in these assays?
Pf growth 96h: inconclusive; HCV inhibitor: -15%; Shiga toxin inh: -3; Tb PYK inh: 2%; Pf growth 48h: 17%; CHX counter: 1; LmPK inh: -7%

What do the screens show for `Cc1cc(C(=O)Nc2cccc(/C=C/C(=O)O)c2)c(C)o1`?
Pf growth 96h: inconclusive; Shiga toxin inh: -10; Tb PYK inh: -10%; Pf growth 48h: 0%; CHX counter: -2; LmPK inh: -9%

Results for CCN(CC)S(=O)(=O)c1ccc(NC(=O)c2ccc(Cl)nc2)cc1 ?
Pf growth 96h: 4.7µM*; HCV inhibitor: -22%; Shiga toxin inh: -5; Tb PYK inh: 1%; Pf growth 48h: inconclusive; CHX counter: -2; LmPK inh: 2%

Results for COc1ccc(C(=O)Nc2cccc(OC(=O)c3ccc(C)c(C)c3)c2)cc1 ?
Pf growth 96h: 246%[activator]; HCV inhibitor: inconclusive; Shiga toxin inh: 43*; Tb PYK inh: -1%; Pf growth 48h: 4%; CHX counter: 24*; LmPK inh: 2%

What do the screens show for `CCc1cc(Cn2nc(-c3ccccc3)cc2C(=O)NCc2cccc(C(F)(F)F)c2)on1`?
Pf growth 96h: inconclusive; HCV inhibitor: inconclusive; Tb PYK inh: 1%; Pf growth 48h: inconclusive
